Source: PubChem BioAssay
PKA-R1A activ: PKA-R1A complex activation | hit rate 0.083% among 340,000 | activation, % at 11.4 µM | PKA-R1A dissociation, Cy5-IP20 fluorescence polarization; scaled: DMSO 0%, 113 µM cGMP 100% | P00514+P68181;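 active = percent activation above the mean of all tested compounds plus 3 SD, cut at about 19% in these data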;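 note: higher means more PKAc released from R1A so a rise in polarization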
HTR5A inv ctr: HTR5A inverse agonism, opioid heterodimer counter-screen | P47898 | HTR5A cell line, luminescence | inhibition, % at 9.3 µM | hit rate 0.083% among 340,000; in the data active = inhibition mostly above about 23%, no sharp cut-off; inactive = mostly below about 18%;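 note: 0% = cells with DMSO and 100% = no-cell wells with DMSO; some compounds called inactive have numbers as strong as hits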
Pemphigus Ab inh: blocks pemphigus antibody binding to human desmoglein-3; P32926; DSG3-coupled beads, scFv-anti-DSG3-GFP binding, flow cytometry; active compounds read low; binding (percent of control), % at 10 µM; hit rate 0.48% among 310,000; AID 588358;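 active = binding more than 3 SD below its plate's average and above zero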;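 note: hits lower antibody fragment binding to DSG3; some compounds called inactive have numbers as strong as hits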
PKA-R2B act: activators of human PKA-R2B complex | AID 504700 | PKA-R2B holoenzyme dissociation, Cy5-IP20 fluorescence polarization; R2B truncated from residue 108, S112A mutant; 0% DMSO only, 100% 113 µM cGMP | hit rate 0.079% among 340,000 | activation, % at 11.4 µM | P22694+P31323;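 active = activation above a cutoff set at the mean over all compounds plus 3 SD, cut at about 18% in these data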;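 note: higher means more holoenzyme dissociation and a rise in polarization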
Target sequence (P31323 whole entry, looked up, other chains not shown, the tested form may be a part): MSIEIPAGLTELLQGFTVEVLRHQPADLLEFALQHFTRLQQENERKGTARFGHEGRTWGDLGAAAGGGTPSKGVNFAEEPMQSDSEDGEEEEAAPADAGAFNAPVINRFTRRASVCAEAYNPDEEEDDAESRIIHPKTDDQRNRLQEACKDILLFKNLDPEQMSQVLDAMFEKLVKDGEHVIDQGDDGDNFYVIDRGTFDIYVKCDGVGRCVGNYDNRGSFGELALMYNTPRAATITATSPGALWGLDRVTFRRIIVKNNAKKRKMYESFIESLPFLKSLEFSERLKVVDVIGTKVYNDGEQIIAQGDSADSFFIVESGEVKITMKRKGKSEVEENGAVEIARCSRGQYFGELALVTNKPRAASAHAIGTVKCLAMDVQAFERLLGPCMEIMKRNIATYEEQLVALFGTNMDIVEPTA
V-ATPase pHluor: regulators of yeast V-ATPase proton transport | S. cerevisiae, pHLuorin cytosolic pH fluorescence | response, % at 10 µM | hit rate 0.37% among 350,000 | AID 504577; in the data active = response mostly above about 7.3%, no sharp cut-off; inactive = mostly below about 5.4%; note: actives read high; inactives centre near 0; some compounds called inactive have numbers as strong as hits; reference of the scale not given here
HTR5A ag: HTR5A agonism, opioid heterodimer counter-screen | P47898 | HTR5A agonist assay, luminescence, cell-based | activation, % at 9.3 µM | hit rate 0.61% among 340,000 | AID 504692; in the data active = activation mostly above about 9.5%, no sharp cut-off; inactive = mostly below about 7.6%;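 note: 0% = cells with vehicle only and 100% = reference agonist; strong numbers were not always called active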
Arrestin-AP2 inh: human beta-arrestin and AP2 interaction inhibition; FITC-arrestin peptide / GST-AP2 beads, flow cytometry; AP2 beta2 appendage carries R879A mutation; inhibition, % at 10 µM; hit rate 0.31% among 340,000; AID 504490;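 active = inhibition above a set limit, near 3 SD of compounds lacking own fluorescence, cut at about 54% in these data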;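 note: plate controls were DMSO wells for no effect and 5 µM unlabelled arrestin peptide for full effect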
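Measured by: flow cytometry, FL1 (488/535 nm); Material: AP2 appendage R879A on GSH beads; Evaluation: percent response; Timing: pre-incubation 12 min, peptide binding 1 h, room temperature; Also added: 50 nM FITC-arrestin peptide; Medium: PBS with 0.05% Tween 20 and 0.1% BSA.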
DAGLB inh: diacylglycerol lipase beta (human) inhibition; hit rate 0.059% among 340,000; HEK293T DAGLB membrane lysate, EnzChek fluorogenic substrate; inhibition, % at 5.17 µM; in the data active = inhibition above about 34%;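 note: 0% = enzyme with vehicle and 100% = wells lacking enzyme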
Target sequence (Q8NCG7 whole entry, looked up): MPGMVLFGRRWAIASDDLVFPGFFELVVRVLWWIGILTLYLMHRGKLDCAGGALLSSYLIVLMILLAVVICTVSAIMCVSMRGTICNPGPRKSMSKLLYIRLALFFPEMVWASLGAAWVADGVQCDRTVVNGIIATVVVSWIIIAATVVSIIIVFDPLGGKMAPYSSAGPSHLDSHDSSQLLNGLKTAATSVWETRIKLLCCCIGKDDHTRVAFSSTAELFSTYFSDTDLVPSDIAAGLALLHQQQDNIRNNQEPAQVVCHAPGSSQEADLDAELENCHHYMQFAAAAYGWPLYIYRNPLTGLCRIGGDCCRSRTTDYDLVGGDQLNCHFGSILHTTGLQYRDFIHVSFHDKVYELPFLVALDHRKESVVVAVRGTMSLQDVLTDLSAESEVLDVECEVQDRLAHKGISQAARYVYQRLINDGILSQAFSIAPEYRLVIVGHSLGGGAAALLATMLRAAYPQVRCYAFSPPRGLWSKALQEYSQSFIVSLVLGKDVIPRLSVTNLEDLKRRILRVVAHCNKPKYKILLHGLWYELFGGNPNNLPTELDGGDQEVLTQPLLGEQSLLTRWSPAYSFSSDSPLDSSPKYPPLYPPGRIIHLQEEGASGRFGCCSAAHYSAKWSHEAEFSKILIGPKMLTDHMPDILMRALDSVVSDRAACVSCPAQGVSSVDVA
OPRM1-OPRD1 ag: OPRM1-OPRD1 heterodimerization agonism | hit rate 0.3% among 340,000 | AID 504326 | activation, % at 9.3 µM | cells, luminescence | P35372+P41143; in the data active = activation above about 18%;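 note: 0% = vehicle-treated cells and 100% = reference agonist; values of inactives mirror those of a sister screen read the other way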
MOR-DOR inv ag: inverse agonists of human mu-delta opioid receptor heterodimerization. hit rate 0.21% among 340,000. cell-based MOR-DOR heterodimer luminescence, inverse agonism. P35372+P41143. inhibition, % at 9.3 µM; in the data active = inhibition above about 22%, passing the limit was not always enough;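 note: 0% = cells with DMSO and 100% = wells without cells with DMSO; values of inactives mirror those of a sister screen read the other way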
The depositor's hits bear a star; x = no result given.

SMILES | PKA-R1A activ | HTR5A inv ctr | Pemphigus Ab inh | PKA-R2B act | V-ATPase pHluor | HTR5A ag | Arrestin-AP2 inh | DAGLB inh | OPRM1-OPRD1 ag | MOR-DOR inv ag
CC(=O)N1CCN(C(=S)Nc2ccc(Oc3ccccc3)cc2)CC1 | -10 | -4 | 107 | 0 | -2 | 2 | 12 | 0 | -1.6 | 8
CSc1cccc(NC(C)C(=O)NCc2ccccc2)c1 (configuration not stated) | 0 | 13 | x | -4 | 0 | -5 | 20 | 0 | -1.1 | 5
Cc1c(C(=O)NCCc2ccccc2)oc2ccc(S(=O)(=O)N3CCOCC3)cc12 | 1 | -11 | x | -8 | 3 | 4 | -4 | -2 | -1.5 | 9
COC(=O)Cc1c(-c2[nH]c3ccccc3c2CC(=O)OC)[nH]c2ccccc12 | 5 | -13 | x | 4 | 0 | 3 | 36 | -3 | -8.7 | 42*
Cc1ccsc1C(=O)NNC(=O)Nc1ccc(Cl)c(Cl)c1 | 6 | 0 | 100 | -1 | 2 | 2 | 8 | 1 | -1.3 | 8
N#Cc1c(Cl)cccc1N1CCCC1 | 0 | -22 | x | -2 | -1 | -6 | 36 | -7 | -2.2 | 11
CCc1ccc(OC)c(S(=O)(=O)NCCOc2ccccc2)c1 | -8 | -5 | 103 | -6 | 1 | 5 | -8 | -4 | -0.1 | 0
CCc1ccc(NC(=S)NC2CC3CCCC(C2)N3Cc2cccs2)cc1 (configuration not stated) | -10 | 0 | 98 | 7 | -3 | 0 | 12 | -2 | 8.4 | -48
O=C(CN1CCN(C(=O)c2ccco2)CC1)Nc1ccccc1 | 5 | -27 | x | -3 | 0 | 10 | 27 | -3 | -3.9 | 21
Nc1nc(Nc2cccc(F)c2)nc(NCc2ccco2)c1[N+](=O)[O-] | 5 | -13 | 108 | -12 | -3 | 1 | 4 | 1 | 2.9 | -15
O=C(CSc1nnc(-c2ccccc2)o1)N1CCCCC1 | -4 | -31 | 96 | 2 | 1 | 11 | 3 | 2 | -0.2 | 1
COc1ccc(CNC(=O)C/C(C)=N/NC(=O)Cc2ccc(OC)cc2)cc1 | -7 | 11 | 106 | 7 | 3 | 1 | 2 | 2 | -0.9 | 5
c1ccc(-c2cc(-c3nc4ccccc4[nH]3)c3ccccc3n2)cc1 | -14 | 3 | 95 | -5 | 1 | 4 | 3 | -5 | 1.9 | -10
Cc1cccc(C(=O)NCCC(=O)Nc2ccc(F)c([N+](=O)[O-])c2)c1 | -7 | -19 | 106 | -2 | -8 | 7 | 9 | -2 | -0.2 | 1
COc1ccc(/C=N/NC(=O)c2cccc(Br)c2)cc1CSc1ccccn1 | -5 | -4 | x | -10 | -3 | -1 | -17 | -8 | -1.2 | 6
CSCCCNC(=S)N1CCc2ccccc2C1 | 11 | -20 | x | 6 | -3 | 5 | -16 | -3 | -2.2 | 11
CS(=O)(=O)N1CCc2cc(S(=O)(=O)NCCNS(=O)(=O)c3ccc4c(c3)CCN4S(C)(=O)=O)ccc21 | -1 | -10 | 77* | 1 | 1 | 4 | 16 | -3 | 0.4 | -2
CC(=O)c1sccc1NC(=O)c1ccccc1C(=O)O | -3 | 16 | 113 | -1 | 0 | -5 | 32 | -1 | -0.5 | 2
O=C(CSc1ccc2nnc(-c3ccccn3)n2n1)NCC1CCCO1 (configuration not stated) | 3 | -46 | 97 | -1 | 2 | 18 | -1 | 2 | -2.8 | 16
O=C(NS(=O)(=O)Oc1ccccc1F)OC[C@@H]1CCCN2CCCCC12 (some centres not stated) | 8 | 5 | x | 4 | -1 | -3 | 16 | 0 | -0.7 | 5
COc1ccc(N(CC(=O)Nc2ccccc2OC)S(=O)(=O)c2ccc(NC(C)=O)cc2)cc1 | 17 | -4 | 125 | -7 | -3 | 1 | 2 | 1 | -4.1 | 20
O=C(NCCOc1ccc(F)cc1)C1CCC(=O)N(CCc2ccccn2)C1 (configuration not stated) | -3 | 4 | 105 | -4 | 1 | -2 | -7 | -2 | -1.1 | 5
Cc1oc(-c2ccccc2)cc1C(=O)Nc1cccc(/C=C\C(=O)O)c1 | -11 | -15 | 96 | -3 | -1 | 0 | -3 | 2 | -0.2 | 1
CCC1OC2(C)OC(=N)C1(C#N)C(C#N)(C#N)C2c1ccccc1 (configuration not stated) | -3 | 1 | 108 | -8 | 2 | -2 | -6 | 1 | -1.7 | 9
Cc1ccc(NC(=O)C2CCCC2)cc1S(=O)(=O)N1CCOCC1 | -14 | -6 | 103 | -4 | 1 | -1 | -5 | -1 | -4.0 | 16

Further entries
SMILES | PKA-R1A activ | HTR5A inv ctr | Pemphigus Ab inh | PKA-R2B act | V-ATPase pHluor | HTR5A ag | Arrestin-AP2 inh | DAGLB inh | OPRM1-OPRD1 ag | MOR-DOR inv ag
Cn1ccnc1C(=O)c1cc(SCC(=O)N2CCOCC2)nc2ccccc12 | -1 | 4 | 102 | -6 | -6 | -2 | -2 | 1 | -2.1 | 11
O=C(CCN1C(=O)/C(=C/c2ccc(Cl)cc2)SC1=S)Nc1cccnc1 | -6 | -10 | 109 | -18 | 4 | 4 | -2 | 1 | 1.4 | -11
COc1cc(OC)cc(-c2c(C#Cc3ccsc3)c3cc(-c4ccc5c(c4)OCCO5)ccc3n2C)c1 | 0 | 1 | 86 | -1 | 8 | 5 | -7 | -11 | 0.6 | -4
Cc1cc(C)cc(OCCNC(=O)c2cc(S(=O)(=O)N3CCOCC3)ccc2F)c1 | 5 | 10 | 58* | -6 | 3 | 4 | 3 | -6 | -0.1 | 1
Cc1ccc(NC(=O)c2sc(N)nc2C)cc1 | -4 | -11 | 94 | 6 | -1 | 3 | 4 | 0 | -2.7 | 13
O=C(/C=C/c1cccc(Cl)c1)NCc1ccccc1 | -1 | -16 | 104 | -10 | -4 | 3 | 4 | -1 | -0.1 | 1
COc1ccc(S(=O)(=O)N2CCOC2CNC(=O)C(=O)NCCCN2CCOCC2)cc1OC (configuration not stated) | 11 | 11 | x | 4 | 0 | 0 | -4 | 0 | -1.5 | 8
Cc1ccc(NC(=O)N2CCCCC2)cc1[N+](=O)[O-] | -9 | 11 | 90 | -6 | 1 | -3 | 16 | -1 | -1.7 | 9
CC(NC(=O)CN1C(=O)NC2(CCCCC2)C1=O)c1ccc(S(N)(=O)=O)cc1 (configuration not stated) | -14 | -30 | 98 | -6 | -1 | 4 | 19 | 2 | 0.7 | -5
COc1ccc(C(N)=O)cc1NC(=O)c1cccc(F)c1 | 5 | -9 | 105 | -4 | 5 | 3 | 15 | -3 | -0.9 | 5
Cc1ccc([C@H]2C[C@H](n3cc(-c4ccc(F)cc4)nn3)[C@@H](O)CN2C(=O)c2cccs2)cc1 | -1 | x | x | -8 | -1 | x | x | 1 | x | x
CS(=O)(=O)c1cccc(C(=O)Nc2cccc(-c3nc4ccccc4[nH]3)c2)c1 | 11 | -3 | 106 | -6 | -2 | 1 | -3 | -3 | -2.5 | 13
CCC(C)n1c(-c2cccs2)nc2nc3ccccc3nc21 (configuration not stated) | -14 | -27 | 100 | -7 | -4 | -1 | 5 | 2 | 0.7 | -4
COc1ccccc1CCN=C(N)NS(=O)(=O)c1ccc(F)cc1 | 8 | -6 | 102 | 7 | 3 | 2 | 24 | -2 | -3.9 | 20
Cc1c(N2CCCC2)cc2c(c1N)C(C)(C)CC2(C)C | 12 | 4 | x | 15 | 2 | -1 | 10 | -7 | 9.8 | -44
CC(=O)Nc1ccc(S(=O)(=O)N2CCC(Oc3ccc(-n4cnnn4)cc3)CC2)cc1 | 2 | -25 | 98 | 0 | 4 | 0 | -10 | 2 | -1.3 | 6
Cc1ccccc1-c1cc(C(=O)Nc2sc(C(=O)OC(C)C)c(C)c2C#N)c2ccccc2n1 | -14 | -4 | 97 | -7 | -2 | 11 | 29 | 8 | 0.5 | -3
O=C(Cn1nc(-c2ccccc2)c2ccccc2c1=O)Nc1ccccn1 | -9 | -10 | 109 | 10 | 0 | 0 | 7 | 0 | -2.0 | 9
CC1CCc2cc(F)ccc2N1C(=O)C1(C)CC1(Cl)Cl (configuration not stated) | 3 | 3 | 95 | 6 | -6 | 1 | 11 | -2 | 0.8 | -4
COc1cc(/C=C2\Oc3ccc(C#Cc4ccc(O)cc4)cc3C2=O)cc(OC)c1 | -9 | -14 | x | 1 | -1 | 6 | 18 | -4 | -0.6 | 3
Cc1onc(-c2c(Cl)cccc2Cl)c1NC(=O)NN(C)c1ccc([N+](=O)[O-])cn1 | -15 | 4 | 99 | -6 | 1 | 1 | 14 | -5 | -3.4 | 17
CC1(C)C=C2[C@H]3CC[C@@H]4[C@@]5(C)CCC(=O)C(C)(C)[C@@H]5CC[C@@]4(C)[C@]3(C)CC[C@@]2(C(=O)O)CC1 | 4 | -14 | 105 | -7 | 1 | 2 | 16 | -3 | -1.0 | 6
COC(=O)c1c(NC(=O)C2SC(=NC3CCCCC3)C(C(N)=O)=C2N)sc2c1CCCC2 (configuration not stated) | 4 | -10 | 124 | -6 | -1 | 4 | -10 | 1 | -0.4 | 2
CCC(CC)CN1CCC(CN2C(=O)C(=O)NC[C@@H]2[C@@H](C)CC)CC1 | -1 | 19 | 104 | -10 | 4 | -5 | -3 | 1 | 8.3 | -39
C/C(=N\NC(=O)c1ccncc1)c1cccnc1 | 0 | -9 | x | -13 | 2 | -1 | -10 | 0 | -3.8 | 20
COc1cccc(CNC(=O)CCCn2nc(C)c3c(C)n(-c4ccccc4)nc3c2=O)c1 | -31 | -6 | 88 | -11 | 0 | 2 | 11 | 5 | -3.0 | 16
Cc1ccc(C)c(N(C(=O)Cn2nnc(-c3cccs3)n2)C(C(=O)NC2CCCC2)c2ccncc2)c1 (configuration not stated) | -3 | 15 | 88 | -5 | -3 | 5 | -6 | -1 | -2.3 | 12
COc1ccc(C2=CC(=O)CC(C)(C)C2)cc1 | -6 | 18 | 97 | 0 | 4 | -6 | 1 | 1 | -3.9 | 23

Full records, quoted from the list. Values in the order: PKA-R1A activ | HTR5A inv ctr | Pemphigus Ab inh | PKA-R2B act | V-ATPase pHluor | HTR5A ag | Arrestin-AP2 inh | DAGLB inh | OPRM1-OPRD1 ag | MOR-DOR inv ag
COC(=O)c1c(NC(=O)C2SC(=NC3CCCCC3)C(C(N)=O)=C2N)sc2c1CCCC2 (configuration not stated) is listed as 4 | -10 | 124 | -6 | -1 | 4 | -10 | 1 | -0.4 | 2
Cn1ccnc1C(=O)c1cc(SCC(=O)N2CCOCC2)nc2ccccc12 is listed as -1 | 4 | 102 | -6 | -6 | -2 | -2 | 1 | -2.1 | 11

Some of the entries so far, as a markdown table.
| mol | PKA-R1A activ | HTR5A inv ctr | Pemphigus Ab inh | PKA-R2B act | V-ATPase pHluor | HTR5A ag | Arrestin-AP2 inh | DAGLB inh | OPRM1-OPRD1 ag | MOR-DOR inv ag |
| --- | --- | --- | --- | --- | --- | --- | --- | --- | --- | --- |
| COc1ccc(C(N)=O)cc1NC(=O)c1cccc(F)c1 | 5 | -9 | 105 | -4 | 5 | 3 | 15 | -3 | -0.9 | 5 |
| Cc1ccc([C@H]2C[C@H](n3cc(-c4ccc(F)cc4)nn3)[C@@H](O)CN2C(=O)c2cccs2)cc1 | -1 | x | x | -8 | -1 | x | x | 1 | x | x |
| CS(=O)(=O)c1cccc(C(=O)Nc2cccc(-c3nc4ccccc4[nH]3)c2)c1 | 11 | -3 | 106 | -6 | -2 | 1 | -3 | -3 | -2.5 | 13 |
